# NadD block: inhibitors of Staphylococcus aureus NadD; AID 602399; 360,000 compounds, 0.78% hits; inhibition, % at 20 µM; purified NadD enzyme, colorimetric absorbance read-out; in the data active = inhibition above about 26%; note: some compounds past the cut are filed as inactive
# SUMO1 PPI mod: modulators of human SUMO1-mediated protein-protein interactions | SUMO1 binding to a labelled peptide, TR-FRET, 1 h | 360,000 compounds, 0.33% hits | inhibition, % at 20 µM | P63165; in the data active = inhibition above about 37%
# Tb MetRS inh: Trypanosoma brucei MetRS inhibition | purified T. brucei MetRS, ATP depletion, Kinase-Glo luminescence | inhibition, % at 11.9 µM | 360,000 compounds, 0.4% hits;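 active = inhibition above a per-plate cutoff of the control wells' mean inhibition plus 3 SD, cut at about 5.5% in these data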;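 note: 0% = DMSO wells median and 100% = median of wells with control inhibitor compound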
#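 System: purified T. brucei MetRS enzyme / Detection: Kinase-Glo luciferase luminescence reporting remaining unconsumed ATP / Medium: HEPES buffer with MgCl2, KCl, DTT, spermine, BSA, pyrophosphatase / Replication: singlicate, one well per compound / Evaluation: percent inhibition relative to median high and low control wells / Schedule: 2 h aminoacylation at 25 °C after 15 min preincubation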
# LMPTP block: LMPTP (human) inhibition. AID 651560. P24666. inhibition, % at 20 µM. recombinant LMPTP-A, OMFP fluorogenic substrate, fluorescence intensity. 360,000 compounds, 0.22% hits;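 active = compounds that cut the enzyme signal by at least half of the control window in the single-dose screen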;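 note: plate controls were DMSO wells with enzyme plus substrate for no effect and substrate without enzyme for full effect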
#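 Test system: LMPTP-A phosphatase enzyme. Amount: LMPTP-A at 0.625 nM final in the reaction. Reagent: OMFP substrate, 400 µM final. Times: 50 min at room temperature. Signal: endpoint fluorescence intensity from OMFP dephosphorylation. Read-out basis: % inhibition. Benchmarks: no-enzyme and uninhibited controls.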
# Rpn11 inh: inhibitors of human proteasome Rpn11 | O00487 | human 26S proteasome, Ub4-pepOG fluorescence polarization; 20S core pre-blocked with epoxomicin | 360,000 compounds, 0.59% hits | AID 588493 | calls only at 20 µM;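 active = inhibition at 20 µM, scaled to each plate's controls, above about 33%, limit read from the data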
# Scp1 inh: blocks human Scp-1 phosphatase activity | Q9GZU7 | Recombinant Scp1, phosphopeptide, malachite green phosphate absorbance | inhibition, % at 20 µM | 340,000 compounds, 0.88% hits | AID 493091;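 active = inhibition above about 50% at 20 µM, limit read from the data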;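 note: plate controls were DMSO wells with enzyme for no effect and wells lacking enzyme for full effect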
#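 System: SCP-1 catalytic domain; Reagent: Phospho 17-mer peptide substrate; Doses: one concentration, 20 µM, with 1.0% DMSO; Incubation: 45 min room-temperature reaction, 5 min colour, 30 min stabiliser; Signal: Phosphate-binding colour reagent, absorbance read at 630 nm.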
# STEP block: inhibitors of human striatal-enriched phosphatase STEP. 360,000 compounds, 0.25% hits. inhibition, % at 20 µM. recombinant STEP, OMFP fluorogenic substrate, fluorescence;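 active = inhibition at 20 µM, scaled per plate between control wells, above about 37%, limit read from the data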;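 note: 0% = DMSO with enzyme and substrate and 100% = substrate only without enzyme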
#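 Material: STEP (striatal-enriched tyrosine phosphatase) enzyme, cell-free | Medium: 50 mM Bis-Tris pH 6.0 with 2.5 mM DTT and 0.005% Tween 20 | Read-out: Percent inhibition scaled to no-enzyme and uninhibited-enzyme controls, plate-pattern corrected | Signal: Fluorescence read at 480 nm ex / 540 nm em | Times: 20 min reaction, room temperature, in the dark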
# MsrA inhibitor: inhibitors of bovine MsrA. purified bovine MsrA, absorbance read-out. inhibition, % at 15.5 µM. 360,000 compounds, 0.75% hits. AID 651718; in the data active = inhibition above about 4.5%;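 note: 0% = vehicle wells with enzyme and 100% = reference inhibitor wells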
# CSN deneddyl inh: blocks human CSN-mediated cullin deneddylation; inhibition, % at 12.5 µM; Purified CSN, SCF-Nedd8-OG deneddylation, fluorescence polarization; 360,000 compounds, 0.38% hits;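 active = pattern-corrected inhibition above about 35%, with an unprinted fluorescence ratio check between 0.5 and 1.5, limit read from the data, passing the limit was not always enough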;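 note: 0% = enzyme with substrate and 100% = substrate without enzyme; some results filed as inactive read as strong as hits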
#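 Test system: Human Csn5 produced in HEK293T cells | Compound: 12.5 µM single point | Times: 90 min, room temperature | Signal: Fluorescence polarization readout | Read-out basis: % inhibition of substrate cleavage by Csn5 | Controls: no-enzyme wells high, enzyme-with-substrate wells low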
# DNMT1 block: inhibitors of human DNMT1; DNMT1 molecular beacon, Hinp1I cleavage, fluorescence; inhibition (reported as % activation of signal), % at 10 µM; 360,000 compounds, 0.83% hits; AID 588458; in the data active = inhibition above about 50%
# Target sequence (P26358 504-1616 limits assumed): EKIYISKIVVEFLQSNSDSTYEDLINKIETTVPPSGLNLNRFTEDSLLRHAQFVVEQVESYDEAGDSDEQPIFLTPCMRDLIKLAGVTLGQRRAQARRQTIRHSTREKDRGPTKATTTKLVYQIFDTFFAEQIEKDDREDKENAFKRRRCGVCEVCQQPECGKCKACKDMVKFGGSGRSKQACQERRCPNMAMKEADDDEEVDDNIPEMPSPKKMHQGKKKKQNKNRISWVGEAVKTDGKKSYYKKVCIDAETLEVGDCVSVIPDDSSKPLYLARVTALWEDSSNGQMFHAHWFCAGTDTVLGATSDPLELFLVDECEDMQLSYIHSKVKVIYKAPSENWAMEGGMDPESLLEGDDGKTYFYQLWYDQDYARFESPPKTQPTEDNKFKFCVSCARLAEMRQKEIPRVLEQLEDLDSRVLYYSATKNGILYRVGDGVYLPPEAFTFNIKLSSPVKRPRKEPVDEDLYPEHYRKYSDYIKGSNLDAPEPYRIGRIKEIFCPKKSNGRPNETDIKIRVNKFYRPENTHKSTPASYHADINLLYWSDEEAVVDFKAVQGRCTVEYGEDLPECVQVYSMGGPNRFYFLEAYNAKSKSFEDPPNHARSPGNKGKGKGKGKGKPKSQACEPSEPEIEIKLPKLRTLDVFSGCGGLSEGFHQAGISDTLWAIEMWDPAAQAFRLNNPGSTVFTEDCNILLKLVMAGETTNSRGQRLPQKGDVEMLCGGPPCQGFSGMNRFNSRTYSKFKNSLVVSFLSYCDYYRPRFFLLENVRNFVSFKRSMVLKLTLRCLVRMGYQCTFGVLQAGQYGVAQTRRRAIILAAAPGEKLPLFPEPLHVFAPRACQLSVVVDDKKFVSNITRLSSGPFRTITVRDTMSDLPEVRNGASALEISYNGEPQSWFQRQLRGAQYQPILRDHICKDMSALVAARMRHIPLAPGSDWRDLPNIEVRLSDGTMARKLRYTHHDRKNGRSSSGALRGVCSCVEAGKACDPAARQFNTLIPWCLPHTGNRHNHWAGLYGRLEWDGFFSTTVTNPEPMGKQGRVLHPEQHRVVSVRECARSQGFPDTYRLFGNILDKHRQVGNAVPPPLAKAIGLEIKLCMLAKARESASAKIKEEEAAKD
# Numbers without * were called inactive; i = inactive; x = not tested or not shown; + = active, no number. Rows are unselected; 3.9% or so of the library scored in one or more.
SMILES,NadD block,SUMO1 PPI mod,Tb MetRS inh,LMPTP block,Rpn11 inh,Scp1 inh,STEP block,MsrA inhibitor,CSN deneddyl inh,DNMT1 block
Cc1ccc(O)c(NC(=O)c2cccc(NC(=O)c3ccco3)c2)c1,-8,4,-0.7,2.0,i,-13,-5,0.6,-5,-3
COc1ccccc1C(=O)NCC(=O)OC(C)C(=O)N1CCOCC1 (stereo not drawn),-1,1,-0.4,-0.1,i,60*,-1,-0.8,-1,-2
COC(=O)c1ccc(COc2ccc(C#N)cc2)o1,-3,5,-0.2,0.0,i,-12,0,-1.8,4,4
Cc1cc(S(=O)(=O)N(Cc2ccc(C(C)C)cc2)CC2CCCO2)ccc1-n1cnnn1 (stereo not drawn),3,1,-0.8,2.5,i,-9,4,-0.6,1,-1
COC(=O)C1CCCCN1C(=O)c1ccc(OC2CCN(C(C)=O)CC2)c(OC)c1 (stereo not drawn),-4,1,-0.4,-0.5,i,-15,-2,-0.5,4,1
NC(=O)c1c(NC(=O)C(=O)NCCCN2CCOCC2)sc2c1CCCC2,-2,-2,0.1,-5.8,i,-5,0,2.2,3,-4
CCOc1cc2[nH]c(=S)n(CCC(=O)N3CCc4ccccc4C3)c(=O)c2cc1OCC,7,2,-0.1,0.8,i,-9,2,-0.9,-6,21
Cc1cccc(-c2nc(C#N)c(N3CCCCC3)o2)c1,-7,-1,-1.3,1.5,i,2,0,-0.1,-1,-3
CCn1c(SCC(=O)OC)nc2cc(S(=O)(=O)N3CCOCC3)ccc21,-2,1,-0.2,0.5,i,-6,0,0.2,0,1
O=C(NCCCN1CCOCC1)c1cc(-c2cccs2)on1,-1,-10,-1.4,-0.5,i,0,-4,-1.0,5,5
Cc1ccc2nc(NC(=O)C3CCN(S(=O)(=O)c4cccnc4)CC3)sc2c1,-7,3,-0.6,-1.3,i,-6,-5,-0.8,-5,-7
COc1cccc(CN(C)C(=O)c2ccc(S(=O)(=O)Nc3ccccc3F)cc2)c1OC,-6,-1,0.1,0.9,i,-1,1,1.6,-6,0
Cc1ccc(Cn2ccc(NC(=O)c3cc(-c4ccco4)on3)n2)cc1,6,-6,-0.4,2.8,i,-2,0,1.1,52*,-8
CCc1ccc(NC(=O)N2CCN(c3ccccc3)CC2)cc1,-4,2,-1.2,-0.6,i,-4,0,-0.3,-1,2
CN1CCN(S(=O)(=O)c2ccc(Cl)s2)CC1,4,-2,0.6,-1.0,i,-6,-1,0.3,1,1
CC(=O)Nc1ccc(S(=O)(=O)CCC#N)cc1,-2,1,-0.5,-0.4,i,1,0,-1.1,4,2
CCN(CC(=O)Nc1c(F)cccc1F)C(=O)c1cc(S(=O)(=O)N(CC)CC)ccc1N1CCCCC1,5,3,0.0,0.5,i,0,0,-1.2,1,0
O=C(CCN1C(=O)C2C3C=CC(C3)C2C1=O)Nc1c(F)cc(F)cc1Br (stereo not drawn),1,0,-1.2,-1.1,i,-1,5,-0.6,4,2
CC(OC(=O)c1cccs1)C(=O)NCc1ccc2c(c1)OCO2 (stereo not drawn),0,-1,0.2,-0.6,i,-11,2,1.6,3,-4
COCC(=O)Nc1nnc(Cc2ccc(OC)c(OC)c2)s1,-2,0,-0.2,-1.3,i,-10,2,0.6,-2,3
COc1ccc(N(CC(=O)NC(C)c2ccccc2)S(=O)(=O)c2ccc(C)cc2)cc1 (stereo not drawn),-10,-1,0.0,0.6,i,-7,1,-0.2,4,-3
Cc1cc(NC(=O)COC(=O)C2=COCCO2)c([N+](=O)[O-])cc1C,-2,-22,-0.4,-2.0,i,2,0,1.4,2,1
O=C(COC(=O)/C=C/c1ccc(OC(F)F)cc1)Nc1ccc(S(=O)(=O)N2CCCC2)cc1,-7,4,0.4,3.1,i,-11,4,-0.2,-9,-17
O=C(NCCc1ccccc1)/C(=C\c1ccccc1)NC(=O)c1ccco1,4,4,-0.1,-0.6,i,-2,-2,0.3,1,1
COc1ccccc1CNC(=O)COC(=O)c1cc([N+](=O)[O-])ccc1N1CCOCC1,-1,-27,-0.1,-0.9,i,-6,0,1.9,3,-1

# Individual results from the list:
# COC(=O)c1ccc(COc2ccc(C#N)cc2)o1 – Tb MetRS inh = -0.2
# CC(=O)Nc1ccc(S(=O)(=O)CCC#N)cc1 – LMPTP block = -0.4

# The list continues:
SMILES,NadD block,SUMO1 PPI mod,Tb MetRS inh,LMPTP block,Rpn11 inh,Scp1 inh,STEP block,MsrA inhibitor,CSN deneddyl inh,DNMT1 block
CCN(CC)S(=O)(=O)c1ccc2c3c(cccc13)C(=O)S2,3,-30,-0.2,0.6,i,-12,2,-0.1,-2,-1
CCn1c(SCC(=O)Nc2cccc(C)c2)nc2c(c1=O)SC(C)C2 (stereo not drawn),2,-1,-0.3,0.0,i,-16,2,0.1,3,-1
Cc1cc(Cl)ccc1-n1c(-c2cccnc2)n[nH]c1=S,-1,-2,-1.1,-1.6,i,9,0,0.7,-1,5
COc1ccc(O)c(C(=O)c2cnn(C(=O)c3cccc(S(=O)(=O)N4CCOCC4)c3)c2)c1,1,0,-0.3,0.0,i,-7,-1,-0.7,0,1
Cc1nc(-c2cccc(NC(=O)c3ccco3)c2)cs1,-5,-6,-0.3,0.4,i,-7,0,1.9,-4,-1
Cn1cnnc1SCC(=O)Nc1ccc(Cl)cn1,-3,-4,-1.2,1.2,i,3,-1,2.3,-17,7
CCOC(=O)c1c(C)[nH]c(C(=O)CN2CC(C)OC(C)C2)c1C (stereo not drawn),-5,-1,-0.4,0.2,i,-9,-1,0.2,-5,1
CCN1C(=O)/C(=C/c2cn(-c3ccccc3)nc2-c2cccnc2)SC1=S,10,2,0.5,-0.9,x,2,1,1.4,23,61*
COc1cccc(CNc2nccs2)c1O,1,5,0.4,-1.6,i,-2,0,-0.8,2,1
COC(=O)C(C)Oc1ccc2c(c1)O/C(=C\c1cccc(Br)c1)C2=O (stereo not drawn),-9,-17,-1.2,3.0,i,-14,-1,2.1,0,0
Cc1nc2ccccc2n1CC(=O)N/N=C\C=C\c1ccccc1,2,-18,-1.0,0.7,i,-4,-3,3.0,1,3
Cc1ccc(N(CC(=O)NC(C)(C)C)C(=O)CS(=O)CC(=O)Nc2ccc(F)cc2)cc1 (stereo not drawn),-5,-1,-0.1,0.1,i,-4,-3,-0.9,-6,2
O=C1/C(=C/c2cccs2)SC(=S)N1CCCC(=O)N(CCO)c1ccccc1,3,-24,-0.6,2.5,i,3,-1,0.8,1,-4
CC1=C(C(=O)N(C(C)C)C(C)C)CC(CC(=O)NCc2cccc3ccccc23)C(=O)N1Cc1ccc(F)cc1 (stereo not drawn),2,3,0.3,2.8,i,x,1,-0.6,-8,-53
N#Cc1c(SCC(=O)Nc2nccs2)nc2c(c1-c1ccco1)CCCC2,22,8,0.2,1.4,i,-2,7,0.8,0,60*
CCCCN1C(=O)c2ccc(C(=O)Nc3cccnc3)cc2C1=O,-3,-22,0.0,-0.3,i,-1,0,0.8,-5,1
COc1ccc(NC(=O)CN2C(=O)CC(C)(C)S(=O)(=O)c3ccccc32)cc1,1,5,-0.5,-0.8,i,-4,2,0.3,-4,-4
S=c1[nH]nc2c3c4c(sc3ncn12)CCCC4,0,10,0.0,-1.6,i,1,0,0.6,5,-1
C=CCn1c(C(C)NC(=O)CC)nc2ccccc21 (stereo not drawn),4,-4,-1.4,-0.8,i,2,-1,1.4,1,1
C=CCn1c(SCC(=O)N(CCO)CCO)nc2sc3c(c2c1=O)CCC3,1,8,-1.0,-1.6,i,-4,2,2.2,4,2
CC(C)S(=O)(=O)C1=NSC2=NC(=O)/C(=C\c3ccc(-c4cccc(C(=O)O)c4)o3)C(=N)N21,2,9,-0.2,2.1,+,65*,3,3.6,15,35
O=C(NC(CSC(=O)c1ccccc1)C(=O)O)OCc1ccccc1 (stereo not drawn),-1,-2,-0.1,-0.5,i,-2,1,0.0,-2,-4
CCCOc1ccc(CN2CCOCC2)cc1OC,-4,0,-0.8,-1.9,i,1,-3,0.1,-3,0
CCNC(=O)c1cccc(NC(=O)CN2C(=O)NC3(CCCCC3)C2=O)c1,-6,-2,-0.2,-0.3,i,-2,1,-0.5,-3,4
COc1ccc2nc(NC(=O)c3ccccc3O)sc2c1,-5,0,-1.6,-0.8,i,0,-1,2.4,-1,-10
CCC(C)[C@H](NC(=O)N1CCCCCC1)C(=O)O (stereo partly drawn),-3,-2,-1.0,-0.3,i,4,-4,0.3,2,1

# Random excerpt: 4 entries already listed.
SMILES,NadD block,SUMO1 PPI mod,Tb MetRS inh,LMPTP block,Rpn11 inh,Scp1 inh,STEP block,MsrA inhibitor,CSN deneddyl inh,DNMT1 block
Cc1ccc(N(CC(=O)NC(C)(C)C)C(=O)CS(=O)CC(=O)Nc2ccc(F)cc2)cc1 (stereo not drawn),-5,-1,-0.1,0.1,i,-4,-3,-0.9,-6,2
CCN(CC(=O)Nc1c(F)cccc1F)C(=O)c1cc(S(=O)(=O)N(CC)CC)ccc1N1CCCCC1,5,3,0.0,0.5,i,0,0,-1.2,1,0
CCOc1cc2[nH]c(=S)n(CCC(=O)N3CCc4ccccc4C3)c(=O)c2cc1OCC,7,2,-0.1,0.8,i,-9,2,-0.9,-6,21
Cc1ccc(O)c(NC(=O)c2cccc(NC(=O)c3ccco3)c2)c1,-8,4,-0.7,2.0,i,-13,-5,0.6,-5,-3

# High-throughput results deposited in PubChem by several laboratories.
